Screening data (PubChem)
MITF act – increases MITF-driven TRPM1 promoter luciferase signal; SK-MEL-5 TRPM1-promoter luciferase, 24 h; % of positive control, neutral wells = 0; activation, % at 12.5 µM; 300,000 tested, 0.75% active; AID 588334;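 active = mean activation of at least 80% with every replicate also reaching 80%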;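 note: 0% = neutral control wells and 100% = parthenolide positive control wells; values of inactives mirror those of a sister screen read the other way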
Rtt109 Vps75 – inhibitors of Candida albicans Rtt109/Vps75 histone acetyltransferase; Q5AAJ8; purified Rtt109/Vps75, ThioGlo CoA-SH fluorescence, 4 h; inhibition, % at 34.9 µM; 330,000 tested, 0.16% active; AID 540336;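 active = inhibition of at least 50% in every replicate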
Target sequence (Q5AAJ8 whole entry, looked up): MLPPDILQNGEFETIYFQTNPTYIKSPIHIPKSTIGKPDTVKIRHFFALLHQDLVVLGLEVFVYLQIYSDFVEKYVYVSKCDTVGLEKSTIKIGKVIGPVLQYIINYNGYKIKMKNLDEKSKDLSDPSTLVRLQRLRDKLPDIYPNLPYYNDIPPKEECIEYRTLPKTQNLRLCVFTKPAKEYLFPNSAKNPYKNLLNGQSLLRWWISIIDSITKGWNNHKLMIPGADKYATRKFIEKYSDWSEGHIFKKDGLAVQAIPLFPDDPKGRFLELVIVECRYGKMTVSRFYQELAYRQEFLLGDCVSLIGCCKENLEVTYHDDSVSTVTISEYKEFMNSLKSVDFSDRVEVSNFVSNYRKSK
V-ATPase pH – yeast V-ATPase proton transport regulation by pHLuorin; S. cerevisiae, pHLuorin cytosolic pH fluorescence; response, % at 10 µM; 350,000 tested, 0.37% active; AID 504577; in the data active = response mostly above about 7.3%, no sharp cut-off; inactive = mostly below about 5.4%; note: actives read high; inactives centre near 0; some compounds called inactive have numbers as strong as hits
Wnt act – activators of Wnt/beta-catenin signaling; Wnt/beta-catenin reporter cell assay, activator, plate reader; 300,000 tested, 1.2% active; activation, % at 9.35 µM; AID 743398; in the data active = activation above about 30%, passing the limit was not always enough;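 note: 0% = neutral control wells and 100% = positive control wells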
CDK5 p35 inh – inhibitors of human CDK5/p35 kinase | inhibition, % at 10 µM | 330,000 tested, 0.01% active | AID 488839 | Q00535+Q15078 | Recombinant CDK5/p35, ADP-Glo luminescence, 60 min;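 active = highest replicate inhibition of at least 50% and at least 75% of replicates reaching 50%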;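 note: plate controls were DMSO neutral control for no effect and GW8510 at 10 µM for full effect; many of its hits are not listed in these tables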
Target sequence (Q00535 whole entry, looked up): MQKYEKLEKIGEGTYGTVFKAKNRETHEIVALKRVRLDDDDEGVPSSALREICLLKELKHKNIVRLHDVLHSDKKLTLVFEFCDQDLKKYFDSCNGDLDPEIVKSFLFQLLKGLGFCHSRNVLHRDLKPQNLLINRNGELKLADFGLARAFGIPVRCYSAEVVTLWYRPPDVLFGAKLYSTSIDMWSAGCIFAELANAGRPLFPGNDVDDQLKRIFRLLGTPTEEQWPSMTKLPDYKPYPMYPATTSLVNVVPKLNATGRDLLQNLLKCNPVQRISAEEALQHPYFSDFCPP
Target sequence (Q15078 whole entry, looked up): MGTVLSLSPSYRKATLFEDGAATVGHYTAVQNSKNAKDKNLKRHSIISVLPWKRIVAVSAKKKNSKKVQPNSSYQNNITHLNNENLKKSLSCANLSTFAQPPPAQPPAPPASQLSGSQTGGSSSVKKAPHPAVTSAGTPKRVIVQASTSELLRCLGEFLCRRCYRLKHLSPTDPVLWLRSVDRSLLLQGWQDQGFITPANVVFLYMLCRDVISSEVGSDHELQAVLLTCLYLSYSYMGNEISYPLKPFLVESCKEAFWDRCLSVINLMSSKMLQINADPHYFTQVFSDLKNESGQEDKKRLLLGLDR
dFosB activator – mouse delta FosB homodimer activation; activation, % at 25 µM; purified delta FosB, TAMRA-CDK5 oligo fluorescence polarization; percent of positive-control signal above neutral wells; 340,000 tested, 0.99% active; AID 493131;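 active = mean activation above about 17%, with every replicate also reaching it, limit read from the data, passing the limit was not always enough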;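 note: fluorescence polarization rise as delta FosB binds a TAMRA Cdk5 AP-1 oligo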
RTF Ca sens act – increases calcium sensitivity of human cardiac regulated thin filaments; P19429+P45379; 340,000 tested, 0.24% active; activation, % at 7.2 µM; AID 493008; IANBD-labeled TnC RTF fluorescence at EC20 calcium; 0% EC20 calcium, 100% full calcium;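 active = activation above the mean over all tested compounds plus 3 SD, cut at about 30% in these data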;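 note: rise in fluorescence read as greater calcium sensitivity of cardiac thin filaments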
CAL PDZ FP-1 – blocks peptide binding to the human CAL PDZ domain. purified CAL PDZ, TMR-peptide fluorescence polarization, 1 h. AID 602252. inhibition, % at 24.9 µM. 300,000 tested, 0.92% active. Q9HD26;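 active = mean inhibition of at least 30% with at least half of replicates also reaching 30%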;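 note: 0% = DMSO neutral control and 100% = excess unlabeled competitor peptide PRC23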
CAL PDZ FP-2 – inhibitors of human CAL PDZ peptide binding | Q9HD26 | inhibition, % at 20 µM | AID 504414 | 330,000 tested, 0.02% active | purified CAL PDZ, TMR-peptide fluorescence polarization, 1 h;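 active = highest replicate inhibition of at least 40%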;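 note: plate controls were DMSO neutral control wells for no effect and unlabeled competitor peptide control wells for full effect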
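Material – purified CerCALP PDZ construct · Detection – FP readout, S and P plane fluorescence · Measure – percent inhibition from loss of millipolarization · Controls – unlabelled peptide for full inhibition, DMSO wells as neutral · Probe or stimulus – TMR-labelled reporter peptide T*-PRC34 bound in PDZ groove · Times – 1 h at RT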
Tat transport – inhibitors of E. coli Tat protein transport | E. coli MC4100 TorA-mCherry Tat export, fluorescence | inhibition, % at 10 µM | 340,000 tested, 0.036% active;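 active = mean replicate inhibition at least 50% and at least half of replicates individually reaching 50%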;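 note: exported cargo escapes ClpAP degradation while cytoplasmic cargo is degraded and loses fluorescence; 0% = median of neutral control wells and 100% = median of NaSCN control wells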
An asterisk follows results filed as active; . = no result given.

cpd	MITF act	Rtt109 Vps75	V-ATPase pH	Wnt act	CDK5 p35 inh	dFosB activator	RTF Ca sens act	CAL PDZ FP-1	CAL PDZ FP-2	Molecule	Tat transport
1	0	-2	2	.	-3.1	7	-5	-3	-0.5	O=C(NN=C1CCCCC1)c1cc(-c2ccccc2)n[nH]1	14
2	3	1	11	0	1.5	-10	7	-2	-3.1	CC(=O)N1[C@H](Cc2ccccc2)C=C[C@]1(C)C(=O)NCc1ccccn1	8
3	.	-3	3	48*	-0.9	5	1	3	0.2	COCc1cc(=O)n2[nH]c(C)c(-c3ccccc3)c2n1	-14
4	-15	-12	-1	-2	-2.1	-2	1	9	-1.4	CC1CN(C(=O)COC(=O)c2ccc(N(C)C)cc2)CC(C)O1 (stereo not given)	-11
5	-5	-3	-1	4	-1.6	3	1	-6	-1.4	O=C(Cc1ccccc1)Oc1coc(CSc2ncccn2)cc1=O	8
6	-6	-4	2	17	3.8	3	1	-3	-0.7	S=C(NCc1ccncc1)NC1CCCC1	1
7	.	4	0	1	-0.1	1	5	.	0.0	O=C(CSc1nnnn1Cc1ccccc1)Nc1ccc2c(c1)OCO2	12
8	-57	-6	0	-18	-1.2	-5	4	-3	-0.6	CCOc1ccc(OCc2cccc(C(=O)N3CCOCC3)c2)cc1	3
9	.	-16	-3	9	0.8	1	-4	-5	0.7	CCOC(=O)C1CCN(C(=O)Nc2cccc(OC)c2)CC1	3
10	2	4	-2	-2	-0.9	-3	-5	1	-0.2	COC(=O)[C@H](Cc1ccc(O)cc1)NCCCn1cnc(C(=O)Nc2ccc(C)c(C)c2)n1	-4
11	14	3	-4	0	0.6	-12	-2	4	-0.8	Cc1oc(-c2cccs2)nc1CN1CCN(Cc2ccc(F)c(F)c2)C(CCO)C1 (stereo not given)	-2
12	-2	14	2	1	-0.1	-6	.	8	-1.2	Cc1cc(C(=O)O)ccc1-n1c(C)cc(/C=C(/C#N)C(=O)Nc2ccccc2)c1C	-3
13	-1	.	0	-1	-0.9	5	2	5	-0.7	Cc1ccc(C)c(-n2cc(CN3CCNC(=O)CC3)c(-c3ccccc3)n2)c1	2
14	4	-4	-1	-1	-2.6	1	-1	-5	0.2	CC1(C)NC(=O)N(CC(=O)OCc2cc(=O)n3cc(Br)ccc3n2)C1=O	-11
15	17	-11	1	-3	-0.2	-10	7	.	-0.2	Cc1ccccc1CSCCNC(=O)COc1ccc(Cl)cc1	7
16	-5	-2	-5	0	0.8	4	-1	.	0.1	COc1ccc(N(CC(=O)N2CCCC2)S(C)(=O)=O)cc1	1
17	5	0	5	0	-2.3	-7	-9	-1	-1.4	CC(=O)c1ccc(N2C(=NC(=O)COc3ccccc3)SC3CS(=O)(=O)CC32)cc1 (stereo not given)	2
18	7	2	2	1	1.6	2	6	-4	-0.5	CCC(C)c1ccc(NC(=O)N2CCN(C(=O)C3CCCO3)CC2)cc1 (stereo not given)	-3
19	-13	-2	-1	1	0.0	-10	2	-2	-0.9	O=C(C1CCN(Cc2nc(-c3ccc(Cl)cc3)no2)CC1)N1CCOCC1	-3
20	6	-13	-3	-1	-0.7	-14	-1	.	-0.7	CN(C)S(=O)(=O)c1ccc(C(=O)N2CCN(C(=O)C3CCCO3)CC2)cc1 (stereo not given)	-8
21	-10	6	1	-2	0.7	1	0	-1	-2.1	C/C(=N\NC(=S)NCc1ccccc1)c1ccc2ccccc2c1OC(F)F	5
22	-8	-1	0	0	0.6	-8	3	-7	.	CCOc1ccc(/C=N/n2c(-c3ccccc3)n[nH]c2=S)cc1	-11
23	30	4	4	0	0.9	-28	7	-2	-0.1	CCOC(=O)c1sc(N=NC2=C(O)CCCC2=O)c(C(=O)OCC)c1C	-4
24	-25	17	-33	-3	1.6	-9	4	-3	-1.5	CC(=O)Nc1ccc(N/C=C(\C=O)c2nc3ccccc3o2)cc1	-10
25	-22	8	-1	.	-2.8	-12	-8	-1	-2.7	COc1ccc(NS(=O)(=O)c2cc(NC(=O)[C@@H](NC(=O)c3ccccc3)C(C)C)ccc2C)cc1	6
26	-6	-5	-7	-11	-0.3	-6	10	.	-0.7	Cc1ccc(C)c(NS(=O)(=O)c2ccc3c(c2)Cc2cc(S(=O)(=O)Nc4cc(C)ccc4C)ccc2-3)c1	-7
27	-5	1	-1	-2	2.5	-6	0	-1	-2.6	CCCN(C(=O)c1cc(-c2ccco2)nc2ccccc12)c1c(N)n(Cc2ccccc2)c(=O)[nH]c1=O	-4
28	-2	-14	2	0	0.8	-1	-1	-2	-2.4	O=S(=O)(c1cc(C(F)(F)F)ccc1Cl)N1CCCCCC1	0
29	4	-2	2	-2	1.1	-5	9	-1	-0.2	CCOC(=O)c1ccc(NC(=S)N(CCCN2CCCC2)Cc2cccs2)cc1	-6
30	-1	-4	2	-4	0.1	-2	7	-6	0.1	O=C1Nc2ccccc2OC1CC(=O)N1CCCC1 (stereo not given)	1

Part of the list above, with tabs.
nr	canonical_smiles	MITF act	Rtt109 Vps75	V-ATPase pH	Wnt act	CDK5 p35 inh	dFosB activator	RTF Ca sens act	CAL PDZ FP-1	CAL PDZ FP-2	Tat transport
21	C/C(=N\NC(=S)NCc1ccccc1)c1ccc2ccccc2c1OC(F)F	-10	6	1	-2	0.7	1	0	-1	-2.1	5
22	CCOc1ccc(/C=N/n2c(-c3ccccc3)n[nH]c2=S)cc1	-8	-1	0	0	0.6	-8	3	-7	.	-11

More results follow.
cpd	MITF act	Rtt109 Vps75	V-ATPase pH	Wnt act	CDK5 p35 inh	dFosB activator	RTF Ca sens act	CAL PDZ FP-1	CAL PDZ FP-2	Molecule	Tat transport
31	-2	-8	3	1	0.5	-10	-1	-1	-2.2	CCC(C(=O)NC1CCCC1)N(C(=O)Cn1nnc(-c2ccc(C)o2)n1)c1cccc(OC)c1 (stereo not given)	-2
32	7	0	1	-3	1.3	-1	-1	-1	0.2	CCC(C)Cn1cnc2c(Sc3c([N+](=O)[O-])ncn3C)nc(N)nc21 (stereo not given)	9
33	-12	0	-4	0	-0.3	6	3	-1	0.7	COc1ccccc1CNC(=O)CSc1ccc(C)cc1	-8
34	-2	0	5	-1	0.9	-8	-3	-3	-2.3	Cc1ccc(NC(=O)/C=C/c2ccc3c(c2)OCO3)cc1S(=O)(=O)N1CCOCC1	1
35	-10	-1	-2	-6	-2.1	-8	-4	-5	-0.4	O=C(NCC(c1cccs1)N1CCOCC1)c1ccccc1NS(=O)(=O)c1cc([N+](=O)[O-])ccc1Cl (stereo not given)	-6
36	10	11	-2	-2	2.8	-8	3	-5	-1.5	CCOC(=O)c1c(NC(=O)CN2C(=O)N(C)C3(CCCCC3)C2=O)sc(C(=O)N(C)C)c1C	-15
37	9	3	5	.	-1.6	0	-4	1	-1.4	O=C(Nc1ccccc1)N1CCN(c2ccc(F)cc2)CC1	-4
38	23	-1	4	4	-0.9	-15	2	4	-3.1	Cc1nc(-c2ccccc2)sc1C(=O)Nc1ccccc1F	4
39	-4	-3	-2	3	-2.8	-13	6	-6	-0.9	O=C(COc1ccc(Cl)cc1)NCCS(=O)(=O)N1CCN(c2ccc(F)cc2)CC1	9
40	9	-12	0	-1	2.0	2	0	-13	-0.5	CCN(C[C@H]1N[C@@](Cc2ccccc2)(C(=O)OC)[C@H]2C(=O)N(C)C(=O)[C@@H]12)C(=O)c1ccc(F)cc1	-4
41	19	-3	-3	-2	0.0	-3	2	-1	-0.6	Cn1c(=O)c2c(ncn2CC(=O)OCC(=O)c2ccc(Cl)cc2)n(C)c1=O	-4
42	12	0	-1	.	-0.5	3	0	-1	-0.2	Cn1c(=O)oc2ccc(C(=O)CSc3nnnn3-c3ccccc3)cc21	-3
43	-16	-13	-1	.	-2.0	1	2	-1	-1.5	Cc1ccc(C(C)C)c(OCCNS(C)(=O)=O)c1	-4
44	-2	10	0	-4	-0.4	3	-2	-1	-1.1	CC(C(=O)N1CCCCCC1)c1ccc([N+](=O)[O-])cc1 (stereo not given)	5
45	-28	-1	-1	.	.	-8	-4	-6	-0.1	Cc1ccc(Cc2c(C)nc3nc(SCC(=O)NCc4ccco4)nn3c2C)cc1	-1
46	-1	-2	0	-2	-1.8	-2	6	2	-0.8	CNCc1sccc1C	-4
47	4	-11	-1	.	1.9	6	1	-1	1.7	Cc1ccc(C(=O)ONc2ccc(N=O)cc2)cc1	-4
48	17	9	4	-1	2.4	8	-3	-1	-1.7	CC1(OC(=O)CCc2ccccc2)C(=O)C=C2C=C(c3ccc(C#N)cc3)N(C(CO)CO)C=C2C1=O (stereo not given)	-15
49	20	-9	0	-2	-2.2	1	-1	0	-1.7	CCc1nnc(NC(=O)CSc2nnc(C(C)NC(=O)c3ccccc3)n2C)s1 (stereo not given)	-7
50	-21	6	1	3	-1.1	-9	-1	-4	0.1	COc1ccc(NC(=O)CCc2nnc3ccc(NCc4ccco4)nn23)cc1OC	-7
51	37	-14	1	.	-2.4	-7	-1	.	-0.5	CC(/C=N/NC(=O)Cc1cccs1)=C\c1ccco1	-15
52	10	0	3	0	-0.7	-7	3	-3	0.2	O=C1C=C(c2ccc3c(c2)OCO3)CCC1	-3
53	-7	5	-5	10	-0.4	-7	-1	-3	-2.1	COc1ccc(NC(=S)NNc2ccc(C(=O)O)cc2)cc1	-1
54	1	20	-4	1	0.5	-13	0	-5	-2.7	COc1ccc(C(=O)N(C)CC(=O)Nc2cccc(F)c2)cc1S(=O)(=O)NC1CCCC1	-3
55	9	-13	-3	-2	-1.8	1	8	1	-0.2	CCCC[C@@H]1CNCCN1CC1(c2ccccc2)CC1	1
56	0	-2	-3	-2	-2.0	-2	9	1	-1.9	CC(=O)c1ccc(OCCOc2ccc(Cl)c3cccnc23)cc1	14
57	7	-21	-2	1	-1.1	-2	-4	0	0.3	O=S(=O)(c1ccc2c(c1)OCCO2)N1CCCN(S(=O)(=O)c2c(F)cccc2F)CC1	-1

Rows are unselected. Share with any hit: about 4.1%.
